Compound activity: PubChem, National Center for Advancing Translational Sciences (NCATS)
CBFb RUNX1 block = qHTS Assay for Compounds Blocking the Interaction Between CBF-beta and RUNX1 for the Treatment of Acute Myeloid Leukemia; 230,000 tested, under 10 active; AID 1477, 2009; Runt-related transcription factor 1 (Homo sapiens) + Core-binding factor subunit beta …; AlphaScreen CBFb-His/RUNX1-biotin binding, biochemical; Potency, µM (doses to about 59.8 µM), for the others: top-dose activity, negative = inhibition, most hits filed as inhibitors; also: % of control where 0% means no effect
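CBF-beta (His) and RUNX1 (biotin), 30 nM each; 20 min preassociation; + compound, 15 min; + beads 50 ng each (Ni, streptavidin), 90 min; RT; AlphaScreen read.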
HttQ103 aggreg = qHTS Multiplex Assay to Identify Dual Action Probes in a Cell Model of Huntington: Aggregate Formation (GFP); Potency, µM (top dose mostly 46.1 µM), without a hit: top-dose activity change, negative = inhibition, usual class: inhibitors; 220,000 compounds, 1.1% hits; AID 1688, 2009; PC12 HttQ103-GFP aggregates, Acumen cytometry, 40 h; also: potency is read from the fitted curve at half-maximal effect; % is scaled to controls: 0 for no effect and ±100 for the full control effect; nearly all actives have a fitted effect of over 60% in size
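Aggregates are detected as GFP objects 1–25 µm with signal 6 STDEV over background in lysates of induced PC12 cells. These carry Huntingtin exon 1 with 103 glutamines fused to GFP under an ecdysone promoter; compounds titrated.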
L3MBTL1 inh = qHTS Assay for the Inhibitors of L3MBTL1 | 230,000 compounds, 0.66% hits | Potency, µM (titrated, usually from 57.1 µM), without a hit: at the top dose activity, negative = inhibition, most hits filed as inhibitors | AlphaScreen L3MBTL1–H3K9me1 peptide binding | AID 485360, 2010; also: potency is read from the fitted curve at half-maximal effect; % is scaled to controls: 0 for no effect and ±100 for the full control effect; nearly all actives have a fitted effect of over 60% in size
Target sequence (Q9Y468 whole entry, looked up): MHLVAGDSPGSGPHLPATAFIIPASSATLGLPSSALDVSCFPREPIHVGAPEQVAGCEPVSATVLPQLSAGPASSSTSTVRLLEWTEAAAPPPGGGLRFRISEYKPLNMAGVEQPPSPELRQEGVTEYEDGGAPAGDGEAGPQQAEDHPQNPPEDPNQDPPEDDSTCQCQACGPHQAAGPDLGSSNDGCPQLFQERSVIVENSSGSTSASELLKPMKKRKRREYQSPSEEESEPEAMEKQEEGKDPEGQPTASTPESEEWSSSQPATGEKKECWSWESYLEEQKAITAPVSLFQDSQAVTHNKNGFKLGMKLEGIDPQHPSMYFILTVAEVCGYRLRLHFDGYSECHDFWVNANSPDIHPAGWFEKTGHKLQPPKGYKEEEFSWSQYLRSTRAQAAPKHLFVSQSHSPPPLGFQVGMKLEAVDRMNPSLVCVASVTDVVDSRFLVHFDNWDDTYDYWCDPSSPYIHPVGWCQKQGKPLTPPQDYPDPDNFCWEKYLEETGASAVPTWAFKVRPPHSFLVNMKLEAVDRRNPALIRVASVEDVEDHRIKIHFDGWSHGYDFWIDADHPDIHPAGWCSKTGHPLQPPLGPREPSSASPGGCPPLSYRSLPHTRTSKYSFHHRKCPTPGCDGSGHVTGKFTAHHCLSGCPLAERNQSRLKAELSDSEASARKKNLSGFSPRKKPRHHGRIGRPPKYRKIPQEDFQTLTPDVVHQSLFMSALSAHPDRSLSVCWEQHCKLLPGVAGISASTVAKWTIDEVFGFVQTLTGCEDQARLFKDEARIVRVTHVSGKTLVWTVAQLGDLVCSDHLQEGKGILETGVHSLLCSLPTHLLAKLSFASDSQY
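Read-out is AlphaScreen signal from streptavidin donor and nickel chelate acceptor beads (10 ug/mL final each) bridging L3MBTL1 (50 nM) and biotinylated K9-monomethylated H3(1-15) peptide (75 nM), after 30 min compound exposure at room temperature.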
IMPase Li inh = qHTS Assay for Identifying the Cell-Membrane Permeable IMPase Inhibitors: Potentiation with Lithium; CHO-M1 cells, IP1 TR-FRET (IP-One), carbachol + lithium; Potency, µM (series often up to 59.4 µM), without a hit: top-dose activity, negative = IMPase inhibition, hits mostly inhibitors; 210,000 compounds, 0.35% hits; AID 1457, 2008;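 also: IP1 builds up when IMPase is blocked and the TR-FRET signal falls; potency is read from the fitted curve at half-maximal effect; plate controls were basal vehicle for no effect and high inhibitor control for full effect; nearly all actives have a fitted effect of over 50% in size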
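Steps: plate 2000 CHO-M1 cells per well and culture 16–30 h; add compound and lithium; incubate 30 min, 37C; add d2-IP1 tracer and Eu cryptate anti-IP1 antibody in lysis buffer; read after 10 min at room temperature.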
Epigenetic derep = Quantitative High-Throughput Screen for Regulators of Epigenetic Control. AID 1865, 2009. Potency, µM (titrated, usually from 53.9 µM), for inactives: at the top dose GFP activation, most hits filed as activators. 280,000 compounds, 0.2% hits. murine LDR cells, GFP reporter derepression, 30 h; also: potency is read from the fitted curve at half-maximal effect; % of control where 0% means no effect; nearly all actives have a fitted effect of over 60% in size
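Murine LDR cells bearing a silenced CMV-driven GFP reporter were exposed to compound for 30 h at 37 C. After PBS washes, GFP-positive cells (20-120 um objects) counted by laser-scanning microplate cytometry.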
Luc counter = Counterscreen for Luciferase (Kinase-Glo TM) Inhibition; 200,000 compounds, 0.28% hits; Kinase-Glo luciferase, ATP luminescence, 8 min; Potency, µM (series often up to 38.3 µM), inactives show at the highest dose activity change, negative = inhibition, actives largely listed as inhibitors; also: potency is read from the fitted curve at half-maximal effect; % is scaled to controls: 0 for no effect and ±100 for the full control effect; nearly all actives have a fitted effect of over 60% in size
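Inhibition of Kinase-Glo luciferase light generation was assessed at 10 uM ATP in pH 7.2 imidazole buffer, with luminescence measured after eight minutes at ambient temperature.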
NPSR antag = qHTS Assay for Antagonists of the Neuropeptide S Receptor: cAMP Signal Transduction; Potency, µM (series often up to 38.3 µM), for inactives: at the top dose activity change, negative = inhibition, actives largely listed as inhibitors; Q6W5P4; 220,000 compounds, 1% hits; CHO-NPSR cells, cAMP TR-FRET, antagonist mode; also: potency is read from the fitted curve at half-maximal effect; % is scaled to controls: 0 for no effect and ±100 for the full control effect; nearly all actives have a fitted effect of over 50% in size; many of its hits are not listed in these tables
* = called active by the depositor; ? = inconclusive; / = no result given; & = joins results of further samples; [ ] = dose if it differs, or a comment. Calls follow the shape of the dose curve; as a rule, active = well fitted curve in the direction sought with a large enough effect; inconclusive = small, poorly fitted or top-dose-only effect, or another doubt; inactive = no such curve, though single readings can be large; an effect the other way counts as inactive or inconclusive.

SMILES	CBFb RUNX1 block	HttQ103 aggreg	L3MBTL1 inh	IMPase Li inh	Epigenetic derep	Luc counter	NPSR antag
O=C(Cn1cc2c(n1)CCCC2)NCCCN1CCN(Cc2ccccc2)CC1	-1%	-3%	/	-3%[38.3 µM]	-0.2%	-3%	8%[46.1 µM]
CN(CCCC(=O)NC1CC(C)(C)NC(C)(C)C1)S(=O)(=O)c1ccc([N+](=O)[O-])cc1	8%	7%	13%	3%	-3.2%	-1%	14%
Cc1[nH][nH]c(=O)c1C(c1c(C)[nH][nH]c1=O)c1cn(Cc2ccc(Cl)c(Cl)c2)c2ccccc12	-26%	-6%	?	13%	2.8%	-3%	1%
CCN(CC)CC(=O)Nc1nc(-c2ccc(Cl)cc2)cs1	4%	-9%	/	19%[38.3 µM]	1.7%	-4%	-8%[46.1 µM]
COc1ccc2nc(Cl)c(C3CC(c4ccco4)=NN3C(=O)CCC(=O)O)cc2c1 (stereo unspecified)	-27%	-6%	-8%	-8%	-1.6%	-1%	-16%
CCNC(=S)N=Nc1c(O)[nH]c2ccc(C(C)C)cc12	?	?	-7%	-9%	-1.8%	-2%	-11%
Cc1ccc(S(=O)(=O)NC(=O)Nc2c(C)n(C)n(-c3ccccc3)c2=O)cc1	-3%	11%	6%	-2%[38.3 µM]	0.0%	0%	-15%[46.1 µM]
O=C(C(=S)N1CCOCC1)c1c[nH]c2ccccc12	-1%	4%	-12%	-1%	2.1%	0%	10%
CC12COC3(C(=O)N4CCN(c5ccccn5)CC4)CC1CCC32C (stereo unspecified)	23%	-32%[9.22 µM]	/	/	1.7%	/	-14%
O=C(COc1ncnc2sccc12)N1CCc2ccccc2C1	4%	-6%	0%	-1%[38.3 µM]	-7.2%	1%	1%[46.1 µM]
COc1ccc(NC(=O)c2ccc(OC(=S)N(C)c3ccc(OC)cc3)cc2)cc1	2%	-5%	0%	-25%[38.3 µM]	-2.0%	-3%	-15%[46.1 µM]
CCOc1ccc(NC(=O)COc2ccc(C(=O)NCCc3ccccc3)cc2)cc1	-4%	-1%	9%	/	1.0%	/	2%[46.1 µM]
O=C(CCc1nc2ccccc2s1)NC1CCOC1=O (stereo unspecified)	-21%	26%[9.22 µM]	?	/	13%	/	-24%
CCOC(=O)NC(c1ccccc1)C1CCCCC1=O (stereo unspecified)	2%	-2%	-2%	5%[38.3 µM]	0.8%	1%	-2%[46.1 µM]
CCCCCN1C/C=C\C(c2ccc(OC)cc2)N(Cc2ccc(F)cc2)C(=O)C1 (stereo unspecified)	14%&7%	?	/	/	-1.6%	/	-17%
COC(C[C@@H]1O[C@@H]1[C@@H](O)COCc1ccccc1)OC	17%	-5%[9.22 µM]	/	/	0.8%	/	22%
C=CCNC(=O)c1ccccc1NC(=O)c1ccccc1C	4%	-13%	?	-8%	0.1%	-1%	0%[46.1 µM]
Cc1cccc(NC(=O)CSc2ncnc3nc[nH]c23)c1	1%	-8%	4%	-24%[38.3 µM]	-1.9%	-3%	-8%[46.1 µM]
CC1C/C(=N/N=C2/NC(=O)CS2)CC(C)(C)C1 (stereo unspecified)	3%	-13%	1%	-11%[38.3 µM]	-2.0%	0%	0%[46.1 µM]
CN(C)C(CNC(=S)Nc1ccc(F)cc1)c1cccnc1 (stereo unspecified)	2%	2%	/	-2%	0.0%	/	1%
CCOc1c(C)cc(-c2ncccc2O)cc1C	8%&-5%	-25%&-7%	2%	-8%&2%[38.3 µM]	-2.6%&8.8%	-3%&-3%	-1%&10%[46.1 µM]
CCC(C(=O)NC1CCCCC1)N(CC1CCCO1)C(=O)CNS(=O)(=O)c1ccc(OC)cc1 (stereo unspecified)	2%	-12%	2%	3%[38.3 µM]	0.2%	12%	-12%[7.67 µM]
CCOC(=O)Cc1csc(NC(=O)c2ccc(S(=O)(=O)N3CCCCC3)cc2)n1	7%	6%	-5%	4%[38.3 µM]	-1.4%	-5%	-13%[46.1 µM]
Cc1csc(SCC(=O)Nc2ccc(S(=O)(=O)N3CCCC3)cc2)n1	-3%	5%[9.22 µM]	-6%	13%[38.3 µM]	-4.1%	2%	-15%[46.1 µM]
CC(=O)N/C(=C\c1ccccc1)C(=O)NC(C)C(=O)O (stereo unspecified)	2%	21%	1%	2%	-0.5%	0%	6%
SMILES	CBFb RUNX1 block	HttQ103 aggreg	L3MBTL1 inh	IMPase Li inh	Epigenetic derep	Luc counter	NPSR antag
Cc1cccc(C)c1NC(=O)C1(N(C(=O)c2ccccn2)c2ccc(O)cc2)CCCCC1	4%	-7%[9.22 µM]	5%	8%	-1.0%	-3%	6%
CC(=O)C1=C(O)C(=O)N(CCC(=O)O)C1c1ccccc1[N+](=O)[O-] (stereo unspecified)	5%	9%[9.22 µM]	-1%	0%	-0.3%	1%	7%
CCS(=O)(=O)Nc1ccc(C(=O)OC)cc1	-3%	-18%	0%	18%[38.3 µM]	1.1%	2%	-7%[46.1 µM]
CCCc1[nH]nc2c1C(CCC)C(C#N)=C(N)O2 (stereo unspecified)	7%	-7%	0%	-10%[38.3 µM]	-0.9%	12%	-4%[46.1 µM]
C/C=C(/C)C(=O)Nc1cccc(C2=NOC3(C2)C[C@@H](C(N)=O)N(C(=O)CC(c2ccccc2)c2ccccc2)C3)c1 (stereo partly specified)	9%	1%[9.22 µM]	/	/	0.0%	/	-9%
Cc1ccc(CNc2nc(N)c([N+](=O)[O-])c(NCCO)n2)cc1	-1%	7%[9.22 µM]	-6%	/	0.0%	/	-9%
Cc1ccc2c(c1)/C(=C/c1ccco1)C(=O)N2	-12%	-25%	/	-8%	9.4%	2%	-22%
O=C1CN(C(=O)CSc2nnc3ccccn23)c2ccccc2N1	-1%	7%	9%	-7%	1.1%	1%	-4%[46.1 µM]
COc1ccc(-c2nn(-c3ccccc3)cc2C(=O)n2nnc3ccccc32)cc1	-1%	-15%	/	?	-2.0%	-2%	10µM*
O=C(CCn1cccc1)Nc1ccc(F)cc1	-1%	15%	/	0%[38.3 µM]	-0.2%	-3%	3%[46.1 µM]
CC(C)(C)C(=O)NC(=S)Nc1ccc(F)cc1	1%	-6%	-4%	-6%	1.1%	12%	-7%
O=C(NC(C(=O)N/N=C/c1ccncc1)c1n[nH]c(=O)c2ccccc12)c1ccccc1 (stereo unspecified)	-3%	-7%[9.22 µM]	9%	/	-0.3%	/	-5%[7.67 µM]
Cc1ccc(OCC(=O)N/N=C\c2ccco2)c(C)c1	-3%	-3%	-4%	-17%[38.3 µM]	0.9%	-3%	-11%[46.1 µM]
O=S(=O)(c1ccccc1Cl)N1CCCC1c1nc(-c2cccc(Cl)c2)no1 (stereo unspecified)	?	-24%	28%	48%[activator][38.3 µM]	-1.6%	4%	-26%[46.1 µM]
Cc1cccc(Nc2nc(NCCCN3CCOCC3)nc(N)c2[N+](=O)[O-])c1	12%	24%	-2%	12%	-1.1%	1%	1%
O=C(O)C1CSC2c3ccccc3C(=O)N12 (stereo unspecified)	3%	5%	-5%	26%[38.3 µM]	-1.6%	6%	-7%[46.1 µM]
CCOc1ccc(NC(=O)CSc2nc3nc4c(cc3c(=O)n2CC)COC(C)(C)C4)cc1	4%	12%[9.22 µM]	/	/	-1.8%	/	-19%
Cc1ccc(-c2nnn(CCC(=O)Nc3ccc4c(c3)OCO4)n2)cc1	-1%	3%	-1%	0%[38.3 µM]	9.7%	0%	1%[46.1 µM]
Cc1n[nH]c(=O)n1-c1ccc(OC(F)(F)F)cc1	6%	-15%	?	3%	2.6%	4%	5%
O=C(/C=C/NNC(=O)c1cccc(Br)c1)c1ccccc1	-11%	-13%[9.22 µM]	/	15%[38.3 µM]	-2.8%	3%	-26%[46.1 µM]
CCCOc1ccc(CSc2nc3ccccc3[nH]2)cc1	-1%	7.9µM*	19%	17%[38.3 µM]	-2.1%	-23%	-4%[46.1 µM]
Cc1ccc2oc(=O)n(CC(=O)N3CCOCC3)c2c1	7%	-8%[9.22 µM]	1%	/	1.0%	/	-11%
O=C(Nc1cc(C(F)(F)F)ccc1N1CCOCC1)c1cccs1	2%	23%[9.22 µM]	/	7%[38.3 µM]	5.9%	3%	-13%[46.1 µM]
COc1ccc(-c2c[n+](CC(=O)c3ccccc3)c3n2CCCCC3)cc1	6%	-2%[9.22 µM]	6%	/	-4.4%	/	6%
COC(=O)c1ccc(NC(=S)NCC2CC2)cc1	4%	18%[9.22 µM]	2%	10%	-1.4%	-4%	-11%

Structures listed so far printed as active in HttQ103 aggreg:
SMILES	CBFb RUNX1 block	HttQ103 aggreg	L3MBTL1 inh	IMPase Li inh	Epigenetic derep	NPSR antag
CCCOc1ccc(CSc2nc3ccccc3[nH]2)cc1	-1%	7.9µM*	19%	17%[38.3 µM]	-2.1%	-4%[46.1 µM]

Single values from the list:
Cc1ccc2oc(=O)n(CC(=O)N3CCOCC3)c2c1 in Epigenetic derep shows 1.0%
CC(=O)C1=C(O)C(=O)N(CCC(=O)O)C1c1ccccc1[N+](=O)[O-] (stereo unspecified) in Luc counter shows 1%
CC12COC3(C(=O)N4CCN(c5ccccn5)CC4)CC1CCC32C (stereo unspecified) in Epigenetic derep shows 1.7%
O=C(CCc1nc2ccccc2s1)NC1CCOC1=O (stereo unspecified) in HttQ103 aggreg shows 26%[9.22 µM]

Next records follow:
SMILES	CBFb RUNX1 block	HttQ103 aggreg	L3MBTL1 inh	IMPase Li inh	Epigenetic derep	Luc counter	NPSR antag
CCOc1ccc(/C(O)=C2/C(=O)C(=O)N(c3ncccn3)C2c2ccc(C)cc2)cc1 (stereo unspecified)	22%	12%[9.22 µM]	1%	/	0.1%	/	-46%
CC(C)c1ccc2[nH]c(O)c(N=NC(=O)c3cccc(S(=O)(=O)Nc4ccccc4Cl)c3)c2c1	-2%	3%	-3%	3%	1.8%	2%	-28%
O=C(O)c1ccc(CSc2nc3ccc(NC(=O)c4ccccc4C(=O)O)cc3s2)cc1	0%	-2%	-6%	10%	-0.4%	3%	3%
CC(C)C(OC(=O)c1nsc(Cl)c1Cl)C(=O)NC(C)(C)C (stereo unspecified)	6%	-22%	/	-4%	5.2%	9%	2%
Cc1ccc(C(=O)N/C(=C/c2ccco2)C(=O)NC2CCS(=O)(=O)C2)cc1 (stereo unspecified)	18%	20%	7%	-2%	-1.4%	6%	3%
CCN(C(=N)N=C(N)N)c1ccccc1	6%	13%	-6%	0%	-0.4%	-1%	8%
O=C1Nc2ccccc2C1(O)Cc1ccncc1 (stereo unspecified)	2%	8%	-4%	-3%[38.3 µM]	5.0%	6%	7%[46.1 µM]

The list is partial; count on the stated rates, not on these rows.
